GPR7 antagonist: blocks human GPR7 receptor signaling; P48145; GPR7-expressing cells, fluorescence antagonist assay; inhibition, % at 4.4 µM; 290,000 compounds, 1.1% hits; AID 1861; in the data active = inhibition above about 16%, passing the limit was not always enough;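 also: cells stimulated with the agonist NPW; 0% = agonist with vehicle and 100% = vehicle without agonist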
Target sequence (P48145 whole entry, looked up): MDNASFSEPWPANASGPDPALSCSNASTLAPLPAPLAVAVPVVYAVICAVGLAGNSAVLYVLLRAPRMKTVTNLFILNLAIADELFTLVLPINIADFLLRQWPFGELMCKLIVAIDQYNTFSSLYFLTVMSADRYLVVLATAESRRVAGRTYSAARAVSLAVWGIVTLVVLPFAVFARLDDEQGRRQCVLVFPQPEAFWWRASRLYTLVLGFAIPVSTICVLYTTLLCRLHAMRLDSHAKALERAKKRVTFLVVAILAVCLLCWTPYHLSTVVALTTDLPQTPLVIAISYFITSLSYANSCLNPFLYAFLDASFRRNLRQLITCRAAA
NALP1 yeast inh: inhibitors of NALP1 inflammasome in yeast; 280,000 compounds, 0.61% hits; inhibition, % at 10 µM; S. cerevisiae NALP1/ASC/caspase-1 growth, X-gal OD620, 72 h; AID 2071; in the data active = inhibition mostly above about 24%, no sharp cut-off; inactive = mostly below about 32%; also: some compounds called inactive have numbers as strong as hits
IDE cell activ: IDE (human) activation, cell-based; P14735; HEK cells, FAbeta-B cleavage, fluorescence polarization; 0% vehicle, 100% cell-free pure enzyme wells; activation, % at 5.96 µM; 340,000 compounds, 0.073% hits; AID 493087;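 active = activation above the mean of all tested compounds plus 3 SD, set per screening campaign, cut at about 17% in these data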
PHOSPHO1 inh: PHOSPHO1 (human) inhibition; 290,000 compounds, 1.1% hits; recombinant PHOSPHO1, absorbance phosphatase assay; Q8TCT1; inhibition, % at 13.3 µM; in the data active = inhibition above about 60%
Target sequence (Q8TCT1 whole entry, looked up): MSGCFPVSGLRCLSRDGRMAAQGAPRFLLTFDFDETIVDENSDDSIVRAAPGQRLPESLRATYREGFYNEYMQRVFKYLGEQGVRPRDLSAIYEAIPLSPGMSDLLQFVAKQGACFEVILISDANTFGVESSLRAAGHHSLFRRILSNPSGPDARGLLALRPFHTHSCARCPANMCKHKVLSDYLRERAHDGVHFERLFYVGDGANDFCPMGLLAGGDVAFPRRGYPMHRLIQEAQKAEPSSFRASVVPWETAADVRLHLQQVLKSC
VIM-2 inhibitor: blocks Pseudomonas aeruginosa VIM-2 metallo-beta-lactamase; purified VIM-2, nitrocefin hydrolysis, epi-absorbance fluorescence; inhibition, % at 5.6 µM; 290,000 compounds, 0.89% hits;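 active = inhibition above the mean of all tested compounds plus 3 SD, cutoff set per screening run, cut at about 7.5% in these data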;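 also: red hydrolysis product quenches plate fluorescence so inhibitors raise well fluorescence; 0% = enzyme with DMSO and 100% = DMSO without enzyme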
M18AAP inhibitor: blocks P. falciparum M18 aspartyl aminopeptidase. recombinant PfM18AAP, H-Glu-NHMec fluorogenic cleavage. inhibition, % at 7.35 µM. 290,000 compounds, 1.2% hits. AID 1822;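 active = inhibition above the campaign mean inhibition over all tested compounds plus 3 SD, cut at about 28% in these data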;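 also: 0% = plate median of test compound wells and 100% = 2 mM ZnCl2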
IMP-1 inhibitor: inhibitors of Pseudomonas aeruginosa IMP-1 metallo-beta-lactamase; inhibition, % at 5.6 µM; 290,000 compounds, 0.45% hits; purified IMP-1, nitrocefin hydrolysis, epi-absorbance fluorescence;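 active = inhibition above the mean plus 3 SD of all compounds in the same screening run, cut at about 4.5% in these data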;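 also: 0% = IMP-1 with DMSO and 100% = DMSO wells lacking enzyme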
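System – purified recombinant IMP-1 beta-lactamase · Input – IMP-1 dispensed at 0.2 nM · Timing – 15 min preincubation plus 25 min reaction at 25 °C · Signal – Epi-absorbance fluorescence, 480 nm excitation, 530 nm emission · Measure – percent IMP-1 inhibition derived from blank-referenced optical density · Controls – Enzyme-plus-DMSO low control, enzyme-free DMSO high control · Replication – singlicate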
IDE cell inh: cellular human IDE inhibition; HEK cells, FAbetaB cleavage, fluorescence polarization; inhibition, % at 5.59 µM; AID 434962; 320,000 compounds, 0.41% hits;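 active = percent inhibition above the average of all tested compounds plus 3 SD, set per screening campaign, cut at about 16% in these data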;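 also: IDE supplied by intact live HEK cells; FP after avidin binding of uncleaved biotin substrate so inhibition keeps polarization high; 0% = DMSO wells and 100% = 60 µM reference IDE inhibitor Ii1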
pCIP destab: compounds decreasing mouse p/CIP protein stability. 290,000 compounds, 0.01% hits. decrease of EGFP signal, % at 10 µM. Q05BA5. F442A p/CIP-EGFP cells, EGFP fluorescence, 16 h;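 active = EGFP signal decrease of at least 30% at 10 µM or well 3 SD below plate mean, unless failing retest; inactive = the rest, including hits failing retest or dose response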; also: some compounds called inactive have numbers as strong as hits; many of its hits are not listed in these tables
* marks the source's active call; other numbers are inactive results; x = no result given. An unsorted share of the library (roughly 5.3% active in at least one column).

mol,PHOSPHO1 inh,NALP1 yeast inh,IDE cell inh,VIM-2 inhibitor,IDE cell activ,IMP-1 inhibitor,pCIP destab,M18AAP inhibitor,GPR7 antagonist
Clc1ccc(SCCCCN2CCNCC2)cc1,0.1,24.6,-3.8,-2.5,-2.2,-3.5,-10.9,-0.3,9.8
COc1ccc(CNc2nc3ccccc3n2CCN2CCOCC2)cc1,-7.3,-2.1,-2.4,-1.0,17.8*,-2.7,0.4,1.8,-4.9
O=C(Nc1ccc(-c2nc3ccccc3[nH]2)cc1)c1ccc(N2C(=O)CCC2=O)cc1,3.2,12.6,-2.8,1.6,7.7,-1.9,0.5,3.3,-3.5
CCN(CC)CCCNC(=O)Cn1cc2c(n1)CCC(C)C2 (stereo not drawn),2.1,21.4,1.2,-2.8,3.8,-3.5,-12.7,-11.6,0.2
CC(=O)Nc1nc(C)c(-c2csc(Nc3cccc(C(C)=O)c3)n2)s1,5.5,14.8,4.8,-2.4,1.0,-3.4,-6.8,7.8,-2.6
Cc1ccc(S(=O)(=O)N2c3ccccc3CC2C)cc1 (stereo not drawn),3.5,12.9,0.9,-3.6,x,-1.2,2.7,-4.3,-16.4
COc1ccc(-n2nnnc2SCC(=O)N2CCCc3ccccc32)cc1OC,-1.9,34.2,3.1,-4.8,-1.3,-4.9,-13.8,-0.5,-10.2
COc1cc(SC)ccc1C(=O)Nc1ccon1,17.5,6.6,-3.5,1.9,-3.1,-6.0,-8.6,-6.8,-15.5
O=C(CSc1nnc(CCc2nc3ccccc3[nH]2)n1-c1ccccc1)NCc1ccccc1,23.7,-7.3,3.2,-3.0,-1.0,1.2,-9.1,-1.8,3.0
COCCN(C/C=C/c1ccccc1)C/C=C/c1ccccc1,4.6,15.7,-3.0,-3.0,2.5,-0.8,13.8,-1.8,-12.3
COc1ccccc1C(=O)Nc1ncc2c(n1)CC(c1ccco1)CC2=O (stereo not drawn),-8.5,-5.7,-0.7,0.2,0.6,-5.9,-9.5,-1.5,-5.9
CC1CCCCN1CCCNc1ccc(C(CC(N)=O)NC(=O)Cc2ccc(Cl)cc2)cc1[N+](=O)[O-] (stereo not drawn),-1.7,22.2,-0.3,-1.8,-1.9,-2.6,-16.2,2.3,-1.9
C=C1CCC[C@]2(C)C[C@H]3OC(=O)C(CNC(C)CCCC(C)C)[C@H]3CC12 (stereo partly drawn),5.5,23.3,5.1,-4.0,0.9,-2.5,-3.7,-4.5,-2.5
COc1ccc(N(CC(=O)NCCc2ccc(S(N)(=O)=O)cc2)S(=O)(=O)c2c(C)noc2C)cc1,27.9,13.2,9.3,-3.7,-0.6,-2.2,12.5,-6.8,-9.3
Brc1ccc(CSc2ncn[nH]2)cc1,-15.4,-6.0,-7.2,-3.3,3.6,-3.1,-9.6,17.7,5.5
O=C(CN(c1ccccn1)S(=O)(=O)c1ccccc1)Nc1ccccc1,16.5,-6.5,-2.3,-2.4,1.7,-1.7,-1.7,5.3,-4.5
Cc1ccc(S(=O)(=O)N2CCC(C(=O)N[C@@H](C)C(=O)Nc3ccc4c(c3)OCO4)CC2)cc1,15.5,-4.4,0.6,1.9,3.8,3.0,-9.0,-7.6,1.8
CN(C)c1ccc(C(=O)c2ccccc2C(=O)O)c(O)c1,31.9,12.4,-1.2,4.1,0.5,-3.4,-0.8,2.4,-7.3
CC(=O)Nc1nc(CC(=O)c2ccccc2)cs1,43.1,x,1.1,x,4.5,x,-3.1,x,x
CCNC(=O)c1ccccc1NC(=O)c1cccc(S(=O)(=O)N2CCC(C)CC2)c1,-35.6,2.6,1.6,-3.0,4.2,-2.0,-0.9,-6.0,-6.8
COc1ccc(Br)cc1C(=O)O,-12.0,-4.3,-6.5,-2.1,0.2,-2.8,-20.7,-5.0,-14.4
Cc1cc(-n2c(SCC(=O)NCc3cccs3)nc3n[nH]c(C)c3c2=N)ccc1Cl,-19.0,-2.7,-1.7,-3.7,5.8,-5.2,-3.3,-14.3,0.3
COc1ccc(CNC(=O)C2CCN(S(=O)(=O)c3ccc4c(c3)NC(=O)C(C)S4)CC2)cc1 (stereo not drawn),24.0,14.8,-1.9,-1.0,-0.4,-1.5,-23.4,0.3,-2.3
O=C/C(=C\Nc1ccccn1)c1nc2ccccc2o1,8.0,2.1,-0.4,-0.2,5.6,4.0,-21.7,7.0,-7.0
CCOC(=O)CNc1cccc(C(F)(F)F)c1,41.7,4.5,2.3,-1.9,2.1,-1.6,2.3,-7.8,-7.5
COc1ccccc1-c1cc(N)n[nH]1,-7.1,0.1,0.2,-5.4,3.9,-3.0,5.2,3.8,-7.3
COc1ccc(/C=N/c2oc(-c3ccccc3)cc2C#N)cc1OC,-38.4,26.2,1.7,-0.8,-8.8,-1.2,-5.2,5.5,-5.0
O=C(N/C(=C/c1ccc(Br)cc1)C(=O)N1CCOCC1)c1ccc(Br)o1,2.8,6.6,-7.6,-0.3,-1.1,-1.6,-2.9,-5.3,-10.7
Cc1nc(/N=C(\N)NC(=O)N2c3ccccc3Sc3ccccc32)nc2ccccc12,11.2,47.6,4.1,-5.9,-6.4,-4.0,1.6,1.6,-2.0
CSc1ccccc1NC(=O)C1=CC(c2ccc(C)cc2)=NS(=O)(=O)N1C,-14.0,7.8,3.4,-0.8,-3.9,-1.8,1.8,2.2,11.5
O=C(Nc1ccc(Cl)cc1)Nc1ccccn1,22.9,29.2,4.8,-3.1,2.7,-2.6,-7.9,1.3,-8.3
Cc1ccc(NC2c3ncccc3C(=O)N2Cc2cccs2)cc1C (stereo not drawn),32.5,5.3,8.0,-0.8,0.1,-3.5,-6.6,13.4,0.3
Cc1ccccc1NC(=S)NCc1ccc(F)cc1,19.0,-32.5,7.2,-3.3,8.3,-3.0,-10.2,6.4,-5.8
Cc1ccc(C(=O)Nc2nn(C)c3cccc(F)c23)cc1,6.3,8.2,-0.7,-3.0,x,-3.6,3.8,-2.5,-1.3
COc1ccc(S(=O)(=O)Cc2ccc(C(=O)NC3CCC(C)CC3)o2)cc1 (stereo not drawn),18.4,7.6,-0.2,-0.2,6.0,-1.4,-24.5,-2.5,-9.3
C=CCSc1nnc(-c2ccccc2NC(C)=O)c(=O)[nH]1,-26.0,-42.5,-1.5,0.1,-2.7,-5.4,-22.2,18.4,-11.7
CCOc1cccc(-c2csc(C3COc4ccccc4O3)n2)c1 (stereo not drawn),0.3,34.2,0.8,1.6,1.1,-0.2,-7.9,-7.2,-11.5
CC(=O)Nc1ccc(S(=O)(=O)Nc2ccccn2)cc1,-16.3,-1.0,-2.7,-1.6,1.8,1.0,-6.6,-2.2,6.2
Cc1ccc(S(=O)(=O)N2CCN(C(=O)CSc3nnnn3C)C2)cc1,-34.2,7.1,2.5,-3.9,-3.5,-1.0,0.8,-4.2,23.7
COc1ccccc1CCNC(=O)C(=O)NCC1OCCN1S(=O)(=O)c1ccc2c(c1)OCCO2 (stereo not drawn),-21.0,9.1,1.8,-1.5,1.5,-1.7,9.7,-1.4,-7.5
Cn1nc(-c2ccc(Cl)cc2)c2cc(C(=O)N3CCN(c4ccccc4)CC3)sc21,-0.1,-25.6,2.3,1.2,4.7,-1.6,2.2,-2.1,-21.1
COc1ccccc1C(c1nnnn1CC1CCCO1)N1CCC(C(N)=O)CC1 (stereo not drawn),-0.9,9.0,4.7,-4.1,1.2,-1.9,3.6,-2.5,-6.7
Cc1ccc(NS(=O)(=O)c2ccc(CCC(=O)NCc3ccccn3)cc2)cc1,50.7,20.3,6.3,-1.1,1.8,-1.7,1.4,1.1,-10.2
COc1ccc(-c2csc3nc(-c4ccccc4)oc(=O)c23)cc1OC,10.2,-0.3,3.0,-2.2,-0.4,-3.2,-23.6,7.8,-0.9
COc1ccc(/C=C(\C#N)C(=O)NCc2cccs2)cc1OC,1.4,-33.5,2.8,-3.9,1.7,-1.7,-0.6,4.9,-5.8
O=C(NCCCN1CCOCC1)c1ccc(Sc2ccccc2Cl)c([N+](=O)[O-])c1,0.3,17.9,9.3,-2.6,4.6,-2.7,2.5,-2.3,-2.9
CCc1nnc(NC(=O)CN2C(=O)/C(=C/c3ccc(OC)c(OC)c3)SC2=S)s1,21.4,1.1,-2.8,-1.5,x,-1.8,-11.9,3.4,-8.4
Cc1cc(C)cc(Nc2nc3c(S(=O)(=O)c4ccccc4)nnn3c3ccccc23)c1,-1.5,12.9,-2.9,-2.3,3.9,-1.1,-0.8,-0.3,-9.6
O=C(CSC(=S)N1CCCC1)Nc1cc2c(cc1Br)OCCO2,11.1,15.1,2.1,-2.6,-3.2,-2.4,2.3,2.3,-5.7
O=C(O)c1ccccc1O,1.1,17.4,-2.1,-1.3,-1.4,-5.7,10.8,4.4,4.2

Following part
mol,PHOSPHO1 inh,NALP1 yeast inh,IDE cell inh,VIM-2 inhibitor,IDE cell activ,IMP-1 inhibitor,pCIP destab,M18AAP inhibitor,GPR7 antagonist
Cc1cccc(C)c1N1CCN(S(=O)(=O)N(C)C)CC1,41.1,5.7,4.0,-3.0,-4.7,-3.2,-16.7,-0.9,4.8
Cc1cccc(/C=N\NC(=O)c2csnn2)c1,-36.1,5.1,-1.1,-2.9,1.9,-0.1,-9.5,19.1,6.5
FC(F)(F)c1nc(NCc2ccccc2)c2nnn(Cc3ccccc3)c2n1,8.8,25.7,3.5,-2.9,0.5,-3.5,-12.8,-4.9,7.3
CCCSc1nnc(-c2c[nH]c3ccccc23)n1CC,-3.3,-0.3,1.1,0.4,-1.4,-4.6,-6.6,3.1,-11.2
O=C(Nc1ccc(-n2cccn2)cc1)C1CCN(Cc2ccsc2)CC1,36.0,6.6,-0.8,-2.6,3.0,-0.5,-7.3,-5.0,-9.8
COc1ccccc1NC(=O)CN1CCN(c2ccccn2)CC1,-11.9,16.0,2.9,-3.9,2.6,-2.8,-1.9,3.7,-15.8

Random excerpt: 5 entries already listed.
mol,PHOSPHO1 inh,NALP1 yeast inh,IDE cell inh,VIM-2 inhibitor,IDE cell activ,IMP-1 inhibitor,pCIP destab,M18AAP inhibitor,GPR7 antagonist
O=C(Nc1ccc(-n2cccn2)cc1)C1CCN(Cc2ccsc2)CC1,36.0,6.6,-0.8,-2.6,3.0,-0.5,-7.3,-5.0,-9.8
Cc1cccc(C)c1N1CCN(S(=O)(=O)N(C)C)CC1,41.1,5.7,4.0,-3.0,-4.7,-3.2,-16.7,-0.9,4.8
COc1ccccc1NC(=O)CN1CCN(c2ccccn2)CC1,-11.9,16.0,2.9,-3.9,2.6,-2.8,-1.9,3.7,-15.8
Cc1cccc(/C=N\NC(=O)c2csnn2)c1,-36.1,5.1,-1.1,-2.9,1.9,-0.1,-9.5,19.1,6.5
FC(F)(F)c1nc(NCc2ccccc2)c2nnn(Cc3ccccc3)c2n1,8.8,25.7,3.5,-2.9,0.5,-3.5,-12.8,-4.9,7.3
